# Assay outcomes deposited in PubChem BioAssay by The Scripps Research Institute Molecular Screening Center.
# PAFAH2 inh – PAFAH2 enzyme inhibitors, primary screen, biochemical, fluorescence polarization, human. recombinant PAFAH2, FP-rhodamine activity probe. inhibition, % at 3.39 µM. 340,000 tested, 0.99% active. Platelet-activating factor acetylhydrolase 2, cytoplasmic (Homo sapiens), Q99487;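 active = inhibition above the mean over all tested compounds plus 3 SD, cut at about 30% in these data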;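 note: inhibitors block probe labeling of enzyme so polarization drops; 0% = enzyme with DMSO and 100% = wells lacking PAFAH2 protein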
# EBNA-1 inhibitor – EBNA-1 DNA-binding inhibitors, primary screen, biochemical, fluorescence polarization; inhibition, % at 14.8 µM; 300,000 tested, 0.34% active; in the data active = inhibition above about 28%
# PAD4 inh – human PAD4 inhibitors, primary screen, biochemical, fluorescence polarization, 1536-well format. inhibition, % at 6.36 µM. recombinant PAD4, RCA probe fluorescence polarization. AID 485272, 2010. 330,000 tested, 0.41% active;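 active = percent inhibition above a cutoff equal to the mean of all tested compounds plus 3 SD, cut at about 15% in these data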;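 note: 0% = PAD4 with RCA probe and DMSO and 100% = probe without PAD4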
# LYPLA1 inh – LYPLA1 inhibitors, primary screen, counter-screen for PME1 inhibitor project, biochemical, fluorescence polarization, FP-Rh probe ABPP | recombinant LYPLA1 | inhibition, % at 5.9 µM | 320,000 tested, 0.16% active | AID 2174, 2009;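 active = inhibition above the mean of all tested compounds plus 3 SD, set per campaign, cut at about 14% in these data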;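 note: inhibitors block serine hydrolase probe labeling of LYPLA1 so polarization falls; 0% = enzyme with DMSO and 100% = wells lacking LYPLA1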
# GSTO1 inh – inhibitors of recombinant GSTO1, primary screen, counter-screen for RBBP9 inhibitor project, biochemical, fluorescence polarization; Glutathione S-transferase omega-1 (Homo sapiens), P78417; activity-based probe fluorescence polarization; inhibition, % at 5.96 µM; 300,000 tested, 1.1% active; AID 1974, 2009;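 active = inhibition above the campaign mean inhibition plus 3 SD, cut at about 35% in these data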;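 note: 0% = GSTO1-1 with DMSO and 100% = wells lacking GSTO1-1 enzyme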
# Target sequence (P78417 whole entry, looked up): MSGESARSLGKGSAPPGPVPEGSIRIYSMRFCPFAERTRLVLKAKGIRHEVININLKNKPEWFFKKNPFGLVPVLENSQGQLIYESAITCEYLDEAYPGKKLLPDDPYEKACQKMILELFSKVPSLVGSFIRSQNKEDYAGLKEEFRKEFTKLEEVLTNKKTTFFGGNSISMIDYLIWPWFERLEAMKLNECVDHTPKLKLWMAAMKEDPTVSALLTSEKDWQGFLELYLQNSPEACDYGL
# LYPLA2 counter – LYPLA2 inhibitors, primary screen, counter-screen for PME1 inhibitor project, biochemical, fluorescence polarization, FP-Rh probe ABPP; Acyl-protein thioesterase 2 (Homo sapiens), O95372; recombinant LYPLA2; inhibition, % at 5.9 µM; 320,000 tested, 0.38% active;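 active = inhibition above the screen-wide mean plus 3 SD, limit set per campaign, cut at about 26% in these data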;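 note: 0% = LYPLA2 with DMSO and 100% = wells lacking LYPLA2 enzyme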
# PREPL inh – PREPL enzyme inhibitors, primary screen, biochemical, fluorescence polarization | Prolyl endopeptidase-like (Homo sapiens), Q4J6C6 | recombinant PREPL, fluorescence polarization activity-based probe | inhibition, % at 5.96 µM | 320,000 tested, 0.68% active | AID 2751, 2010; in the data active = inhibition above about 43%;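 note: 0% = enzyme with DMSO and 100% = wells lacking enzyme; many of its hits are not listed in these tables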
# Target sequence (Q4J6C6 whole entry, looked up): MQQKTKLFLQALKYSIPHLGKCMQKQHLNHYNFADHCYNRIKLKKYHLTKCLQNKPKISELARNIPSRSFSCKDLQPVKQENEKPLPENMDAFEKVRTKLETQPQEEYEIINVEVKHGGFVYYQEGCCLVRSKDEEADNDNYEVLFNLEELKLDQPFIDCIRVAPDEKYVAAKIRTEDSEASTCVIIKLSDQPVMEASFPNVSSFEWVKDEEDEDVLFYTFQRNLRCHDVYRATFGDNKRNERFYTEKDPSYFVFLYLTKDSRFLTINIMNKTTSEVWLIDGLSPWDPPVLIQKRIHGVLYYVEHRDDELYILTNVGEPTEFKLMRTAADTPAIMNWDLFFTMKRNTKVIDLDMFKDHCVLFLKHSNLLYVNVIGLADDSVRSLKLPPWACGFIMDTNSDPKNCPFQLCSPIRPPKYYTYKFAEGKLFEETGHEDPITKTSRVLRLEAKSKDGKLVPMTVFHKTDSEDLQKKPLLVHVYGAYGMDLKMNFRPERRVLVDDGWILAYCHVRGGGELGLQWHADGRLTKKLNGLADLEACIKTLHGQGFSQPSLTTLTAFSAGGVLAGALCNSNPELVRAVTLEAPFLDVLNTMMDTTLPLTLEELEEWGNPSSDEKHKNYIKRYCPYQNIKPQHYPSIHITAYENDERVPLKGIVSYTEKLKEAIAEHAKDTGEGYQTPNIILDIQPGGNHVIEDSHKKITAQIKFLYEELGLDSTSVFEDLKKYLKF
# PAFAH1B3 inh – PAFAH1B3 enzyme inhibitors, primary screen, biochemical, fluorescence polarization, human. recombinant PAFAH1B3, FP-rhodamine probe. inhibition, % at 3.39 µM. 340,000 tested, 0.28% active. AID 492972, 2010;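 active = inhibition above the screen-wide average of all tested compounds plus 3 SD, cut at about 25% in these data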;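 note: 0% = enzyme with DMSO only and 100% = wells lacking PAFAH1B3 protein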
# ZTA counter – blocks Epstein-Barr virus ZTA, an EBNA-1 counter-screen; P03206; ZTA-DNA binding, fluorescence polarization; inhibition, % at 11 µM; 320,000 tested, 0.15% active; AID 2234; in the data active = inhibition above about 33%
# * = called active by the depositor; . = no result given. Some of the compounds tested; rates above refer to the full screens.
SMILES,PAFAH1B3 inh,PAD4 inh,LYPLA2 counter,ZTA counter,GSTO1 inh,PAFAH2 inh,EBNA-1 inhibitor,PREPL inh,LYPLA1 inh
Nc1nn(-c2ccccc2)nc1C(=O)OCc1ccccc1F,-1.6,1.1,-6.8,1.1,-8.8,-2.7,-6.9,-2.9,-6.8
Cc1ccc(OCC(=O)Oc2cccc(C)c2C)cc1,0.3,-3.4,-1.0,-9.5,8.3,-4.5,-1.4,-0.8,1.2
C=CCn1cnc2c(sc3nc(C)cc(C)c32)c1=O,0.7,3.2,-3.6,-13.8,11.4,2.5,-5.3,-11.2,-1.2
COc1ccccc1OCC(=O)NCCNC(=O)COc1ccccc1OC,-4.9,6.0,1.2,6.6,2.0,3.3,4.7,-1.7,3.9
Cc1nc(CC(=O)c2c(C)cc(O)cc2O)cs1,-0.7,-1.6,2.0,1.6,8.0,-2.0,-4.7,3.9,-0.6
Cc1c(C(=O)NC2CCCc3ccccc32)oc2ccccc12 (stereo not drawn),2.2,-1.2,0.0,-9.7,-1.7,0.3,4.3,1.9,-4.2
COc1ccc(O)c(-c2cc(-c3cccc(Br)c3)n[nH]2)c1,15.7,-7.2,-1.0,2.5,-14.8,-5.2,6.8,40.4,1.2
CCN(CC)S(=O)(=O)c1cc(C(=O)OCC(=O)c2ccc3c(c2)NC(=O)CO3)ccc1F,6.5,-1.6,3.3,-11.2,4.9,3.0,-0.1,-2.8,-1.5
CCN(CCCNC(=O)CNC(=O)c1nn(-c2ccc(OC)cc2)c(=O)c2ccccc12)c1cccc(C)c1,10.1,2.3,0.6,10.1,-3.3,-3.9,3.7,16.7,-4.5
Cc1ccc(NC(=O)Cc2nnc(N)s2)cc1,.,5.1,10.4,-10.2,-3.4,.,-1.6,9.3,4.2
CC(C)(C)C1CCC(=NNC(=O)c2cc3c(s2)CCCC3)CC1 (stereo not drawn),0.9,-4.7,-3.1,0.8,-0.5,-0.2,4.2,8.4,-4.6
COc1cc(/C=C2\SC(=S)N(NC(=O)c3cccnc3)C2=O)ccc1O,-133.5,-31.8,-211.3,-14.9,-155.1,-185.0,5.7,-254.9,-104.2
COCCCNC(=O)Nc1ccc(F)cc1F,7.6,-3.1,-12.9,12.6,4.5,-0.3,-1.4,-1.4,-7.2
CCCCNC(=O)c1ccc(N2CCC3(CC2)OCCO3)c([N+](=O)[O-])c1,10.7,-0.8,1.2,-1.7,-6.4,-8.7,-5.6,-7.8,4.5
Cc1ccc2nc(SCC(=O)Nc3c(F)cccc3F)[nH]c2c1,0.1,-2.7,-2.5,0.3,-4.2,-4.8,-0.5,4.1,-0.1
CCOc1ncccc1C(=O)Nc1cccc(-n2cnnn2)c1C,7.7,1.2,.,.,.,11.1,.,6.7,.
NC(CSCc1cccc(Br)c1)C(=O)O (stereo not drawn),7.4,-6.3,-1.8,-2.5,-4.7,5.4,-5.0,5.6,-2.4
Cc1ccc2nc(C)c(C(=O)N/N=C/c3ccc(N4CCOCC4)cc3)cc2c1,7.9,3.5,1.6,2.8,1.6,-4.4,15.3,11.0,-5.2
CC(C)N(Cc1nccn1C)C(=O)c1ccc2oc(CCCc3ccccc3)nc2c1,-2.9,0.5,4.2,6.1,2.9,0.3,-0.2,7.9,-2.0
CC1CN(Cc2ccccn2)CCC1=O (stereo not drawn),-3.1,3.5,-0.3,10.4,4.5,2.6,-2.7,5.0,-0.7

# 3 compounds from above, ordered by molar mass, ascending.
SMILES,PAFAH1B3 inh,PAD4 inh,LYPLA2 counter,ZTA counter,GSTO1 inh,PAFAH2 inh,EBNA-1 inhibitor,PREPL inh,LYPLA1 inh
CC1CN(Cc2ccccn2)CCC1=O (stereo not drawn),-3.1,3.5,-0.3,10.4,4.5,2.6,-2.7,5.0,-0.7
C=CCn1cnc2c(sc3nc(C)cc(C)c32)c1=O,0.7,3.2,-3.6,-13.8,11.4,2.5,-5.3,-11.2,-1.2
COc1ccc(O)c(-c2cc(-c3cccc(Br)c3)n[nH]2)c1,15.7,-7.2,-1.0,2.5,-14.8,-5.2,6.8,40.4,1.2

# The results go on.
SMILES,PAFAH1B3 inh,PAD4 inh,LYPLA2 counter,ZTA counter,GSTO1 inh,PAFAH2 inh,EBNA-1 inhibitor,PREPL inh,LYPLA1 inh
O=C(Nc1ccccc1N1CCOCC1)c1ccc2c(c1)OCO2,4.1,-6.9,2.7,6.3,5.7,3.6,5.4,-7.2,2.2
CCCn1nnc(NC(=O)c2ccc(Br)cc2)n1,1.4,0.5,7.3,8.4,-3.1,-5.7,-10.2,17.0,2.0
Cc1oc(-c2ccccc2Cl)nc1CS(=O)CC(=O)NCc1ccccc1Cl (stereo not drawn),-0.9,-1.9,-0.2,8.9,-5.7,8.0,3.0,-11.1,-3.1
O=C(CC1SCCNC1=O)Nc1cccc(Cl)c1 (stereo not drawn),9.3,0.9,1.1,13.9,-2.9,13.2,7.9,4.2,-0.7
Cc1ccc(OCCCn2ccnc2)c(Br)c1,-11.3,-1.0,0.3,-4.2,-6.9,-4.0,7.3,-9.7,-1.1
Cc1ccc(C(=O)NCc2ccccc2F)cc1S(=O)(=O)N1CCCC1,-2.0,2.0,-0.6,-5.1,4.2,-10.5,11.0,-2.0,-1.6
CSc1oc(-c2ccccc2)nc1S(=O)(=O)c1ccc(F)cc1,12.7,2.0,6.6,-4.8,-0.5,6.7,-2.8,5.7,-1.0
COc1ccc(-c2nnn(CC(=O)NCc3cccs3)n2)cc1OC,-1.3,-0.9,-1.7,-7.1,1.8,5.1,-10.7,0.2,-1.1
Cc1ccc(Nc2nc(=O)c3cccnc3s2)c(Br)c1,10.0,-3.4,1.6,-0.2,-9.1,7.7,0.0,3.3,-3.2
COCCNC(=O)C(OC(=O)CC1Sc2ccccc2NC1=O)c1ccccc1 (stereo not drawn),6.3,3.0,-6.3,1.5,4.7,6.5,11.2,-3.4,-5.5
COc1cccc(C(=O)NC(C)C(c2cccs2)N2CCN(C)CC2)c1 (stereo not drawn),4.8,-3.2,0.6,3.8,1.1,8.5,17.1,-18.8,0.5
O=C1CSC(=S)N1,8.8,-3.3,0.6,18.2,6.0,4.5,1.1,3.3,-1.6
O=C(Nc1ccc(CN2CCOCC2)cc1)c1ccc(-c2cc(Cl)ccc2Cl)o1,-12.2,-5.7,-46.2,24.6,-11.9,-34.0,17.1,-46.9,-39.3
COc1ccc(CN2CCN(C3CCC3)CC2CCO)cc1C (stereo not drawn),11.7,2.3,6.6,-0.4,-1.1,-3.6,-1.6,1.7,1.1
O=C(Nn1c(O)c(C=C2N=c3ccccc3=N2)sc1=S)c1ccccc1Cl,4.2,-4.2,-3.6,1.0,2.5,9.4,-3.4,8.1,-3.9
CCCCSc1nnc(-c2ccc(NC(=O)CCc3ccccc3)cc2)n1C,9.6,3.0,2.8,2.6,-3.9,-0.8,3.4,-7.8,-5.0
Cn1nc(-c2ccccc2)c(-c2nc(-c3cccc(C(F)(F)F)c3)no2)c1Cl,6.5,-6.6,8.0,3.8,-2.6,-2.0,4.5,2.0,1.9
COc1ccc(OCC(=O)Nc2cc3oc4ccccc4c3cc2OC)cc1,-9.1,-1.6,2.6,3.2,4.8,-8.9,4.9,0.2,-2.8
CCOc1ccc2nc(NC(=O)Nc3ccccc3)sc2c1,3.2,-6.1,0.3,3.5,7.9,4.5,-7.3,-3.4,-1.0
COCCC(=O)N1CCC(Oc2ccc(C(=O)NCCCC3CCCC3)cc2)CC1,10.5,-2.0,6.2,-6.9,2.6,6.8,-9.5,0.8,-1.9
COc1ccccc1CNC(=O)c1cc(C(=O)CC(C)C)c[nH]1,4.4,5.5,3.6,-5.7,-3.9,-2.5,-1.2,-3.1,-2.6
CC(C)(C)OC(=O)C[C@@H]1C/C=C\C[C@H](CC(=O)N[C@H](CO)Cc2ccccc2)C(=O)N[C@H](Cc2ccccc2)COC1=O,6.8,0.3,.,.,.,4.5,.,11.9,.
CCN1CCCC1CNC(=O)CCc1nc(-c2ccc(C)cc2)no1 (stereo not drawn),2.7,-1.8,1.4,-8.9,1.9,-0.6,0.1,11.2,1.3
O=C(CCN1C(=O)[C@@H]2Cc3ccccc3CN2C1=O)N[C@@H](Cc1ccccc1)C(=O)O,9.9,-0.1,1.4,2.2,-4.5,2.3,-3.8,11.9,1.8
CCOC(=O)c1cccc(NC(=O)c2ccc(N(C)C)cc2)c1,7.7,0.9,6.1,4.8,4.5,-4.6,-14.4,9.1,1.2
COc1ccc(OCC(=O)Nc2c3c(nn2-c2ccccc2)CS(=O)(=O)C3)cc1,7.8,-0.1,-2.0,2.4,4.3,-0.2,-0.5,0.7,-1.2
Cc1ccc(-c2nnc(Nc3ccc(OCC(N)=O)cc3)c3ccccc23)cc1S(N)(=O)=O,9.8,-1.4,5.6,-4.3,7.3,-1.0,-0.8,9.6,3.8
CC1CCN(C(=O)CNC(=O)c2ccc(Br)o2)CC1,4.9,-5.8,.,.,.,10.9,.,10.6,.
Cn1c(=O)c2c(nc(SCCCC#N)n2Cc2ccccc2F)n(C)c1=O,0.1,-3.4,0.4,4.2,6.5,-2.7,0.0,-1.8,3.9
CC(Oc1ccc(Cl)cc1Cl)c1ccnc2nc(N3CCOCC3)nn12 (stereo not drawn),1.3,-1.2,-1.6,-11.9,3.0,1.1,1.3,15.8,-1.6
Cn1c(=O)oc2cc(S(=O)(=O)NCc3ccncc3)ccc21,4.1,-9.4,-2.2,1.7,-2.8,0.3,-2.0,-3.9,1.3
CCCCN(C(=O)/C=C/c1ccc(OCC(C)C)c(OCC)c1)c1c(N)n(CCC)c(=O)[nH]c1=O,1.9,-2.2,-1.9,21.1,-2.1,-4.3,0.6,4.7,-2.2
CCOC(=O)c1cccc(S(=O)(=O)N(CCO)Cc2cc3cc(OC)ccc3[nH]c2=O)c1,6.7,-0.6,4.0,-3.5,11.4,-2.9,1.1,2.9,0.3
O=C(COc1cc(O)c2c(=O)cc(-c3ccccc3)oc2c1)c1ccc(F)cc1,-2.9,-3.0,-0.3,-10.8,-0.3,-10.3,-1.3,-36.6,0.2
CCNC(=S)NNC(=O)c1csc(C)c1,1.4,92.7*,3.1,-6.6,5.3,0.0,3.2,2.0,1.6
Cc1ccc(-n2cc(CN3CCNC(=O)CC3)c(-c3cccc(C)c3)n2)cc1,1.6,6.0,0.3,-1.4,0.4,0.2,5.0,-5.0,-2.8
O=C1N=c2ccccc2=C1c1c(O)[nH]c2c(C(F)(F)F)cccc12,3.2,1.3,-1.6,-2.3,3.6,-6.3,-5.5,-4.2,-1.7
Cc1ccc2ncnc(Oc3ncccc3[N+](=O)[O-])c2c1,5.6,2.1,2.0,6.3,11.0,5.2,-3.3,11.0,-3.2
CC1CCN(S(=O)C23CC4CC(CC(C4)C2)C3)CC1 (stereo not drawn),1.6,-3.3,-4.0,12.2,-0.7,-3.7,-5.3,-7.5,0.8
COc1ccc(C2=NN(CN3C(=O)C(=O)c4ccccc43)C(c3ccc(OC)cc3)C2)cc1 (stereo not drawn),5.8,6.3,0.9,2.1,0.7,1.8,-23.2,4.3,-5.6
CCCCc1cc(=O)oc2cc(C)cc(OCC(=O)NCc3ccncc3)c12,8.1,-2.1,-5.8,-1.7,-2.4,-1.0,-2.6,-10.5,-2.7
